Growth percent in the NCI-60 one-dose screen (48 h, 10 µM unless noted): 100 = growth as untreated, 0 = no growth, -100 = all killed.
EKVX: EKVX NSCLC; 71,000 tested, 3% active; AID 1794765
UACC-257: UACC-257 melanoma; 78,000 tested, 4.4% active
SK-MEL-5: SK-MEL-5 melanoma. 80,000 tested, 6.4% active
UACC-62: UACC-62 melanoma. 81,000 tested, 5.4% active. AID 1794756
M14: M14 melanoma; 80,000 tested, 6.2% active
HOP-92: HOP-92 NSCLC cells; 71,000 tested, 6.3% active; AID 1794738
A549/ATCC: A549/ATCC NSCLC; 81,000 tested, 3.7% active; AID 1794740
SK-MEL-28: SK-MEL-28 melanoma; 81,000 tested, 4.1% active
* = called active by the depositor; . = no result given; & = joins results of further samples; [ ] = dose if it differs, or a comment. The calls were made as follows: active = growth percent below 10; inactive = the rest.

nr	smiles	EKVX	UACC-257	SK-MEL-5	UACC-62
1	C#Cc1nc(C2=C(C)C(=N\O)/C(=N/O)C2)cs1	96	102	99	92
2	CC(C)C[C@H](NC(=O)/C=C/Cn1ccc2ccccc2c1=O)B(O)O	.	43	24	17
3	CC(=O)c1c(O)c(C)c(O)c2c1OC1=CC(=O)/C(=C(/C)N)C(=O)C12C (stereo not drawn)	.	100	88	78
4	Cc1nc2ccccc2c(/C=C/c2ccc(C(F)(F)F)cc2)c1C(=O)c1ccccc1	78	89	73	59
5	O=C(CBr)c1ccc(OC(=O)c2ccccc2)cc1	118	88	107	107
6	Cc1ccccc1OCCCn1ccc(=O)[nH]c1=O	49	100	94	52
7	COc1ccc(N(Cc2ccc(Cl)cc2)C2OC(=O)c3ccccc32)cc1 (stereo not drawn)	111	98	100	85
8	Clc1ccc(Cc2ccccn2)cc1	104	104	100	93
9	CCOC(=O)c1ccc(NC2=C(Cl)C(=O)c3nc(C)ccc3C2=O)cc1	68	44	64	56
10	COc1cc(C2CC(c3ccccc3)=NN2)cc(OC)c1OC (stereo not drawn)	66	100	92	70
11	CC(OC=O)C(=O)O (stereo not drawn)	91	97	98	94
12	O=C1N/C(=N\c2ncn[nH]2)S/C1=C\c1cccc([N+](=O)[O-])c1	92	81	83	60

nr	M14	HOP-92	A549/ATCC	SK-MEL-28
1	90	89	95	111
2	21	100	69	51
3	94	100	83	105
4	91	51	62	97
5	87	88	100	112
6	98	92	90	106
7	99	87	83	110
8	101	86	98	99
9	52	103	94	55
10	100	73	95	109
11	98	108	99	105
12	69	66	83	66

Reprinted at random: two records from the list
nr	smiles	EKVX	UACC-257	SK-MEL-5	UACC-62
4	Cc1nc2ccccc2c(/C=C/c2ccc(C(F)(F)F)cc2)c1C(=O)c1ccccc1	78	89	73	59
5	O=C(CBr)c1ccc(OC(=O)c2ccccc2)cc1	118	88	107	107

nr	M14	HOP-92	A549/ATCC	SK-MEL-28
4	91	51	62	97
5	87	88	100	112

Further compounds follow.
nr	smiles	EKVX	UACC-257	SK-MEL-5	UACC-62
13	Cc1cc(=O)[nH]c(NNC(=S)Nc2ccccc2)n1	105	105	108	.
14	CC(C)(NC(=O)c1cc(Cl)c2ccccc2c1O)C(=O)O	105	118	97	97
15	O=C1CCC23C=CC(O2)C2(Nc4ccccc4NC2=O)c2cc(Cl)ccc2N13 (stereo not drawn)	97	106	112	93
16	C/C=C(C)/C=N/NC(=O)C[N+](C)(C)C	110	106	107	103
17	CC(=O)NC(C)(C)C(=O)N[C@@H](C)C(=O)NC(C)(C)C(=O)N[C@@H](C)C(=O)NC(C)(C)C(=O)N[C@@H](C)C(=O)N[C@@H](CCC(N)=O)C(=O)NC(C)(C)C(=O)N[C@H](C(=O)NC(C)(C)C(=O)NCC(=O)N[C@@H](CC(C)C)C(=O)NC(C)(C)C(=O)N1CCC[C@H]1C(=O)N[C@H](C(=O)NC(C)(C)C(=O)NC(C)(C)C(=O)N[C@@H](CCC(N)=O)C(=O)N[C@@H](CCC(N)=O)C(=O)N[C@H](CO)CC1CCCCC1)C(C)C)C(C)C	52[5 µM]	.	-34*[5 µM]	2.4*[5 µM]
18	O=S(=O)(Cc1ccccc1)N1C=Cc2ccccc2C1c1c[nH]c2ccccc12 (stereo not drawn)	77	99	97	63
19	COC(=O)C(CC=O)C(=O)C(=O)Nc1cccc(C(F)(F)F)c1 (stereo not drawn)	92	67	100	90
20	Cc1cccc(C(O)C(O)c2cccc(C)n2)n1 (stereo not drawn)	102	108	104	102
21	CC1=CCC23CCC4C(C)(C)CCC[C@]45C[C@]24C1C[C@@H]1C(C)(C)OC(=C(C(C)C)C3=O)[C@@]14O5 (stereo partly drawn)	96	58	102	84
22	COc1ccc(-c2csc(NC(=O)CSc3nc(-c4ccccc4)c(C)n3Nc3ccccc3)n2)cc1	58	93	84	76
23	CCCOC(=O)c1ccc(Cl)c(Cl)c1	106	99	100	109
24	COc1cc2ncnc(Nc3ccc(S(=O)(=O)Nc4nccs4)cc3)c2cc1OCCCN1CCN(c2ccc(F)cc2)CC1	107	110	102	99

nr	M14	HOP-92	A549/ATCC	SK-MEL-28
13	105	103	97	117
14	92	.	118	125
15	94	126	100	111
16	128	97	102	117
17	4.8*[5 µM]	-13*[5 µM]	48[5 µM]	-17*[5 µM]
18	84	84	77	116
19	106	95	78	120
20	108	108	100	117
21	92	.	65	104
22	82	.	55	97
23	95	102	99	108
24	104	125	107	106

Continuation:
nr	smiles	EKVX	UACC-257	SK-MEL-5	UACC-62
25	COc1ccc(C2Nc3c(c(C(C)(C)C)nn3-c3ccccc3)C(=O)CS2)cc1 (stereo not drawn)	94	101	.	80
26	N/C(=N\OC(=O)Nc1ccc(CSc2ccc(Cl)cc2)o1)c1ccccn1	102	131	97	87
27	COc1ccc(-c2nc3ccc(-c4nnc(SCC(=O)Nc5ccc(C(=O)/C=C/c6cc(OC)c(OC)c(OC)c6)cc5)o4)cc3[nH]2)cc1	102	98	88	85
28	O=C(CN1C(=O)S/C(=C\c2ccc(F)cc2)C1=O)Nc1ncc(Cc2ccccc2Cl)s1	99	102	99	93
29	COc1cc(C2CC(=O)Nc3cc(O)ccc32)cc(OC)c1OC (stereo not drawn)	96	88	101	99
30	N#CN1CCC[C@H]1C(=O)N1CCc2c(-c3[nH]nc4ncccc34)cccc21	15	17	.	7.6*
31	COc1cc(-c2[o+]c3cc(O)cc(OC4OC(CO)C(O)C(O)C4O)c3cc2OC2OC(CO)C(O)C(O)C2O)cc(OC)c1O (stereo not drawn)	107	91	101	95
32	CCOC(=O)CCc1c(C(=O)OCC)[nH]c2cccc(C(=O)OCC)c12	68	117	79	50
33	CCN(CC)c1ccnc(SCc2ccccc2)n1	111	98	96	93
34	O=C1CCC(N2C(=O)c3cccc(NCCCCCC(=O)N4CCN(c5ccc6nc7c(nc6c5C(F)(F)F)C(=O)c5ncccc5C7=O)CC4)c3C2=O)C(=O)N1 (stereo not drawn)	-60*	-98*	-95*	-73*
35	Cc1ccc(S(=O)(=O)NCCCNc2nccc(-c3c(-c4cccc(F)c4)nc4sccn34)n2)cc1	78	121	57	48
36	Cn1c(N2CCOCC2)nc(-c2ccccc2)cc1=O	98	112	100	87

nr	M14	HOP-92	A549/ATCC	SK-MEL-28
25	112	92	89	113
26	113	92	109	106
27	96	135	105	94
28	107	111	105	107
29	97	84	90	108
30	-23*	-22*	3.8*	25
31	99	87	83	110
32	97	62	77	94
33	107	58	92	113
34	-87*	-40*	-64*	-85*
35	61	112	73	106
36	97	108	85	104

More results follow:
nr	smiles	EKVX	UACC-257	SK-MEL-5	UACC-62
37	COc1ccc(-c2cc(-c3cc(OC)ccc3OC)nc3sc(C(=O)c4ccccc4)c(N)c23)cc1	84	101	93	86
38	O=Nc1ccc(Nc2ccccc2)cc1	89	.	88	97
39	COC(=O)[C@]1(C)CCC[C@]2(C)c3ccc(C(C)C)cc3C(=O)[C@@H](Br)[C@@H]12	.	92	90	91
40	C[C@H](NC(=O)[C@@H]1CCCN1C(=O)CNC(=O)C(C)(C)C)C(=O)OC/C=C/c1ccccc1	92	97	104	95
41	O=C(COc1ccc(NC(=O)Nc2ccc(Cl)c(Cl)c2)cc1)N=Nc1c(O)[nH]c2ccc(Br)cc12	4.9*	-77*	-89*	-35*
42	CC1CCCCCCC1OC(=O)c1ccccc1C(=O)O (stereo not drawn)	111	103	106	95
43	S=C(NNC(=S)Nc1ccccc1)Nc1ccccc1	110	106	97	99
44	CCOC(=O)n1cnc2ncnc(SC)c21	106	.	102	92
45	CCCNc1nc2ccccc2c2c(=O)c3ccc(Cl)cc3sc12	99	106	103	84
46	O=C(CCCCl)Nc1nc(-c2ccc(Cl)cc2)cs1	.	99	87	78
47	COc1cc(-c2cc(-c3nnc(/C=C/c4ccc5c(c4)OCO5)o3)[nH]n2)cc(OC)c1OC	94	96	82	65
48	CC(=O)OC(c1cc2c(cc1Br)OCO2)C(C)Br (stereo not drawn)	87	.	100	.

nr	M14	HOP-92	A549/ATCC	SK-MEL-28
37	91	74	91	101
38	90	26	.	120
39	91	83	90	100
40	94	.	100	105
41	-64*	-43*	-46*	-77*
42	112	.	101	112
43	113	98	106	132
44	101	112	100	115
45	113	94	95	117
46	106	89	84	103
47	95	.	74	93
48	101	94	77	105

The closing two entries of the section above come first, to join the parts:
nr	smiles	EKVX	UACC-257	SK-MEL-5	UACC-62
47	COc1cc(-c2cc(-c3nnc(/C=C/c4ccc5c(c4)OCO5)o3)[nH]n2)cc(OC)c1OC	94	96	82	65
48	CC(=O)OC(c1cc2c(cc1Br)OCO2)C(C)Br (stereo not drawn)	87	.	100	.
49	COc1cc(-c2nn(-c3ccc(C(=O)O)cc3)cc2C(=O)O)ccc1O	76	103	.	90
50	CCC(CC)C(=O)OC1CCCCC1C (stereo not drawn)	95	77	102	.
51	OCc1cccc(-c2noc([C@@H]3CCCN4CCCC[C@H]34)n2)c1	106	103	103	101
52	O=C(CN1CCN(c2cc(=O)[nH]c3ccc(F)cc23)CC1)N1CCCc2ccccc21	86	93	96	69
53	O=CC(O)C(O)C(O)C(O)C(O)CO (stereo not drawn)	.	101&91	106&108	106&104
54	CCOc1ccccc1Oc1nccc(-c2cn(CC(N)=O)nc2-c2cc(C)cc(OC)c2)n1	92	100	96	87
55	Cc1oc2nc[nH]c(=O)c2c1C(=O)/C=C/c1ccccc1	111	.	96	94
56	Nc1nnc2cc(Br)ccc2n1	58	107	99	105
57	CC1=NN(CC(=O)N/N=C/c2ccc(Cl)cc2)C(=O)CC1	101	95	103	94
58	COc1cc2c(cc1OC)/C(=C\c1sc(=S)n(CCC(=O)O)c1O)C(C(=O)O)=N2	96	99	96	80
59	O=C1/C(=C/c2ccc([N+](=O)[O-])cc2)Oc2ccc(O)cc21	92	67	87	41
60	CCN(CC)S(=O)(=O)N1CCN(S(=O)(=O)N(CC)CC)CC1	100	107	104	105

nr	M14	HOP-92	A549/ATCC	SK-MEL-28
47	95	.	74	93
48	101	94	77	105
49	34	59	78	64
50	99	82	76	112
51	100	58	108	113
52	94	112	95	97
53	108&102	106&86	106&93	108&116
54	111	78	102	102
55	98	96	102	106
56	102	60	102	106
57	.	113	98	110
58	99	83	100	109
59	98	94	71	107
60	108	112	103	101

Next structures follow:
nr	smiles	EKVX	UACC-257	SK-MEL-5	UACC-62
61	O=Cc1nc2ccccc2c(/C=C/c2ccc(Br)cc2)c1C(=O)c1ccccc1	106	95	96	94
62	Cc1[nH]nc(-c2ccc(OCc3ccc(F)cc3)cc2O)c1Oc1ccccc1	86	110	96	89
63	COc1cc(N/C(N)=N\C(N)=NC(C)C)cc(OC)c1OC	101	106	107	103
64	CN1CCN(Cc2ccc(NC(=O)c3cncc(C#Cc4cnc5ccc(N6CCN(C)CC6)nn45)c3)cc2C(F)(F)F)CC1	-85*	101	91	92
65	N#Cc1ccccc1Cn1cc(CSc2nc3ccccc3o2)nn1	104	106	107	80
66	O=C(Nc1cc(C2=NCCN2)cc(C2=NCCN2)c1)Nc1cc(C2=NCCN2)cc(C2=NCCN2)c1	99	100	99	94
67	CN(C)c1ncc(/C=C2\SC(=S)N(Cc3ccccc3)C2=O)s1	96	102	101	89
68	O=C(/C=C/C12c3ccccc3C(c3ccccc31)C1C(=O)NC(=O)C12)c1cccs1 (stereo not drawn)	50	46	55	37
69	O=C1C(Cl)=C(N/N=c2/[nH][nH]/c(=N/NC3=C(Cl)C(=O)c4ccccc4C3=O)c3ccccc23)C(=O)c2ccccc21	.	98	63	26

nr	M14	HOP-92	A549/ATCC	SK-MEL-28
61	96	109	92	107
62	80	80	90	86
63	118	.	100	104
64	-46*	-16*	-71*	82
65	96	109	104	102
66	96	101	100	105
67	110	99	105	110
68	48	37	43	46
69	93	117	95	104

Source: PubChem BioAssay
